# Rpn11 block: inhibitors of human proteasome Rpn11; human 26S proteasome, Ub4-pepOG fluorescence polarization; 20S core pre-blocked with epoxomicin; calls only at 20 µM; hit rate 0.59% among 360,000; O00487; AID 588493;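 active = inhibition at 20 µM, scaled to each plate's controls, above about 33%, limit read from the data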
# CSN deneddyl inh: blocks human CSN-mediated cullin deneddylation. Q92905. Purified CSN, SCF-Nedd8-OG deneddylation, fluorescence polarization. inhibition, % at 12.5 µM. hit rate 0.38% among 360,000. AID 651999;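 active = pattern-corrected inhibition above about 35%, with an unprinted fluorescence ratio check between 0.5 and 1.5, limit read from the data, passing the limit was not always enough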;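 also: 0% = enzyme with substrate and 100% = substrate without enzyme; some results filed as inactive read as strong as hits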
#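 Schedule: reaction 90 min, room temperature / Assay system: HEK293T-derived human Csn5 enzyme / Input: Csn5 at 0.24 nM final / Measure: inhibition of Csn5 cleavage, % / Control set: substrate-only high control, full reaction low control / Technique: fluorescence polarization of the substrate / Buffer or medium: Tris/NaCl/DTT buffer, pH 7.5 / Reagent: SCFSkp2-Nedd8OG substrate at 10 nM final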
# E coli Lon inh: E. coli protease La inhibition | purified E. coli Lon protease, fluorescence polarization | inhibition, % at 7.94 µM | hit rate 0.42% among 360,000 | AID 602123; in the data active = inhibition above about 13%, passing the limit was not always enough;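 also: 0% = enzyme with probe and DMSO and 100% = no enzyme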
# MT1-MMP act inh: blocks activation of human MT1-MMP; HT1080 RFP-PRO-GFP cells, GFP/RFP ratio fluorescence, overnight; percent of plate control window, DMSO zero; GFP/RFP ratio change, % at 20 µM; hit rate 0.061% among 360,000;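 active = GFP/RFP ratio change of at least 30% with cell ATP level not reduced by more than half and red fluorescence within 50% of control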; also: strong numbers were not always called active
#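 Assay system – RFP-PRO-GFP reporter HT1080 cells · Compound dosing – single dose of 20 µM compound, 1% DMSO final · Incubation – overnight compound exposure at 37 °C · Measure – GFP/RFP fluorescence ratio · Benchmarks – DMSO wells and RFP-L50D-GFP cells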
# MLLE-PAM2 inh: inhibitors of microRNA-mediated deadenylation, human PABP1 MLLE binding. GST-MLLE / FITC-PAM2 fluorescence polarization. inhibition, % at 20 µM. hit rate 0.36% among 360,000. AID 588489; in the data active = inhibition above about 35%, passing the limit was not always enough;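 also: plate controls were DMSO wells with GST-MLLE for no effect and wells lacking GST-MLLE protein for full effect; some results filed as inactive read as strong as hits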
# FAS-TE inh: inhibitors of human fatty acid synthase thioesterase domain; recombinant FAS-TE, OMFH fluorogenic substrate, fluorescence endpoint; inhibition, % at 15 µM; AID 602261; hit rate 0.67% among 360,000;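 active = compounds whose normalised, plate-corrected inhibition of enzyme fluorescence in the single-dose primary screen is 50% or more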;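 also: 0% = DMSO with enzyme and 100% = substrate without enzyme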
# bovine MsrA act: activators of bovine methionine sulfoxide reductase A. purified bovine MsrA, absorbance read-out. activation, % at 10.6 µM. hit rate 0.3% among 360,000. AID 602163; in the data active = activation above about 7.5%;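 also: 0% = vehicle and 100% = reference activator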
# MsrA inhibitor: inhibitors of bovine MsrA. hit rate 0.75% among 360,000. inhibition, % at 15.5 µM. purified bovine MsrA, absorbance read-out; in the data active = inhibition above about 4.5%;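 also: 0% = vehicle wells with enzyme and 100% = reference inhibitor wells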
# Rin1 Abl inh: inhibitors of human Rin1-Abl protein interaction. P00519+Q13671. TR-FRET Rin1/Abl binding, biochemical. inhibition, % at 7.35 µM. hit rate 0.4% among 360,000; in the data active = inhibition above about 5%, passing the limit was not always enough
# Target sequence (P00519 whole entry, looked up): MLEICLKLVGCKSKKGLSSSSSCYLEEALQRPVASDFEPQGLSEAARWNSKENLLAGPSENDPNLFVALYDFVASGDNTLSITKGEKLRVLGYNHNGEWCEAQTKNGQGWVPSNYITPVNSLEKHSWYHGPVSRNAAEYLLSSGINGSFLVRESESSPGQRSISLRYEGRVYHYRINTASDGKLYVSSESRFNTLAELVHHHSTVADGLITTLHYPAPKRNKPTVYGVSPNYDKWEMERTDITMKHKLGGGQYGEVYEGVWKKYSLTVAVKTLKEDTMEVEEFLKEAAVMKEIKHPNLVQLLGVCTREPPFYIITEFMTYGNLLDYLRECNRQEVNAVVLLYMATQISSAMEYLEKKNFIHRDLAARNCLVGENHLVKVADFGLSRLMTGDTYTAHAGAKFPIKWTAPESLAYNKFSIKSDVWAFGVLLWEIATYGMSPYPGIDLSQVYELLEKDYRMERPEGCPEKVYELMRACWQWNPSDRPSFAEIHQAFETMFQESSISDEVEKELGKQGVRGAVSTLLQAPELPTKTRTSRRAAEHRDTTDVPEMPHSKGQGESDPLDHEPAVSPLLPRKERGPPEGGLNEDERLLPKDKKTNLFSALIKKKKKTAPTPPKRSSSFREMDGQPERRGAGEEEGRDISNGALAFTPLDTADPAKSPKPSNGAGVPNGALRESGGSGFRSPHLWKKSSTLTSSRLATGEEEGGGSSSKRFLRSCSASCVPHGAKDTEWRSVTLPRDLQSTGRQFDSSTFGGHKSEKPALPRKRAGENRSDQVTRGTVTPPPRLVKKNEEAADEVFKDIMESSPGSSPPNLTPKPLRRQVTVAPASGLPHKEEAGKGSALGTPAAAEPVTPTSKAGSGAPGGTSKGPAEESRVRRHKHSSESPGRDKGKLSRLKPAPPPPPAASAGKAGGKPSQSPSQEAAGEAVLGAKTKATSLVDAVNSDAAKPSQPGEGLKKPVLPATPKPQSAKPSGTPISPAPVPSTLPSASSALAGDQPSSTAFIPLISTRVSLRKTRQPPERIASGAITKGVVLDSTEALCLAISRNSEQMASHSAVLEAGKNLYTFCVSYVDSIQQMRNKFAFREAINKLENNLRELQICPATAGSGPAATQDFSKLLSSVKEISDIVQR
# Target sequence (Q13671 whole entry, looked up): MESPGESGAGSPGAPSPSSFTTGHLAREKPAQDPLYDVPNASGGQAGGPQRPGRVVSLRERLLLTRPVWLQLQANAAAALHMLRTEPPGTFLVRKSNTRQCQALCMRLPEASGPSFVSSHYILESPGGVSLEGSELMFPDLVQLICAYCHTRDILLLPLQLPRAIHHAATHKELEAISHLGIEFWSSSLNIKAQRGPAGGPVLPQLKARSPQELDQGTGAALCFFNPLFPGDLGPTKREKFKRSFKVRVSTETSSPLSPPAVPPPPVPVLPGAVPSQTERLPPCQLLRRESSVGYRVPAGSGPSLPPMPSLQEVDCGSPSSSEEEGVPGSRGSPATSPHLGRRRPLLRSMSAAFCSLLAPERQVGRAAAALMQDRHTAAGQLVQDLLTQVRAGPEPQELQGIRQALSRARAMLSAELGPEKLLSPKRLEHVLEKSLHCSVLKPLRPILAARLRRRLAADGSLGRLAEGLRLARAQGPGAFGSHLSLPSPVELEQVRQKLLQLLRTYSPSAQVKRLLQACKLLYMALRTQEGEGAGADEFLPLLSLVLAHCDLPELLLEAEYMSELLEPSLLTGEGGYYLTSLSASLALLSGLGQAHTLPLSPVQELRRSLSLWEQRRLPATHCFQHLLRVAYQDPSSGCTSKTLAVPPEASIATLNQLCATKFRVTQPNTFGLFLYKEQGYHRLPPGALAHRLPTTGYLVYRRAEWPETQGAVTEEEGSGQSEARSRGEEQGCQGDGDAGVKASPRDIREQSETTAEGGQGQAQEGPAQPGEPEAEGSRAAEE
# Numbers without * were called inactive; i = inactive; . = not tested or not shown.
# The first 2 entries as a preview:
# Short forms: A = Rpn11 block; B = CSN deneddyl inh; C = E coli Lon inh; D = MT1-MMP act inh; E = MLLE-PAM2 inh; F = FAS-TE inh; G = bovine MsrA act; H = MsrA inhibitor; I = Rin1 Abl inh
CCOc1ccc(NC(=O)N2CCCC2C(=O)NCc2ccco2)cc1 (centres undefined)
  A = i; B = 5; C = -3; D = 4; E = 8; F = -6; G = 0; H = -0.6; I = 0

Cc1ccc(C2(C)NC(=O)N(CC(=O)NNC(=O)c3ccoc3C)C2=O)cc1 (centres undefined)
  A = i; B = -1; C = -3; D = 3; E = 2; F = -9; G = -5; H = -0.1; I = -1

# All compounds of this part, repeating the preview:
# Short forms: A = Rpn11 block; B = CSN deneddyl inh; C = E coli Lon inh; D = MT1-MMP act inh; E = MLLE-PAM2 inh; F = FAS-TE inh; G = bovine MsrA act; H = MsrA inhibitor; I = Rin1 Abl inh
CCOc1ccc(NC(=O)N2CCCC2C(=O)NCc2ccco2)cc1 (centres undefined)
  A = i; B = 5; C = -3; D = 4; E = 8; F = -6; G = 0; H = -0.6; I = 0

Cc1ccc(C2(C)NC(=O)N(CC(=O)NNC(=O)c3ccoc3C)C2=O)cc1 (centres undefined)
  A = i; B = -1; C = -3; D = 3; E = 2; F = -9; G = -5; H = -0.1; I = -1

Cc1ccc(NNC(=O)c2c(F)cccc2Cl)cc1C
  A = i; B = 1; C = 0; D = -4; E = -11; F = -3; G = 4; H = -0.8; I = 4

COc1ccc(C(=O)C2CCCN(C(=O)c3cccc(Cl)c3F)C2)cc1OC (centres undefined)
  A = i; B = 1; C = -10; D = 1; E = 1; F = 4; G = -4; H = 2.2; I = 0

COc1ccc(-c2coc3cc4oc(=O)c5ccccc5c4cc23)cc1F
  A = i; B = -2; C = -10; D = 11; E = -9; F = 3; G = -8; H = -1.0; I = -2

Nc1nonc1-n1nnc(C(=O)O)c1-c1cccs1
  A = i; B = -4; C = 3; D = -1; E = 12; F = -6; G = -2; H = -1.2; I = -1

COc1ccc(S(=O)(=O)N(C)c2ccc(C(=O)N3CCOCC3)cc2)cc1
  A = i; B = 1; C = -19; D = 0; E = -7; F = -4; G = -4; H = 0.3; I = 1

COc1ccccc1/C=C1/SC(=O)N(CCC(=O)Nc2ccc(S(=O)(=O)Nc3nccs3)cc2)C1=O
  A = i; B = 1; C = -4; D = 7; E = -1; F = -2; G = -6; H = 1.7; I = 0

O=C(NCCNc1nccc(C(F)(F)F)n1)c1cccs1
  A = i; B = -4; C = 6; D = 1; E = 4; F = -3; G = -6; H = -0.9; I = 2

C=C(C)CNC(=O)c1ccc(OC2CCN(C(=O)COC)CC2)cc1
  A = i; B = -5; C = -9; D = -1; E = -7; F = -11; G = -2; H = -0.9; I = -1

CC1(C)C(=O)NCCN1C(=O)CCC(=O)O
  A = i; B = -2; C = -9; D = -3; E = 1; F = -7; G = -6; H = -0.5; I = 1

FCCCOc1ccc(-c2nccc(-c3ccc(Cl)cc3)n2)cc1
  A = i; B = 6; C = -5; D = 1; E = -7; F = 25; G = -9; H = -0.7; I = -1

COc1cc(OC)cc(C(=O)Oc2c(CN3CCOCC3)cc(Cl)c3cccnc23)c1
  A = i; B = 1; C = 6; D = 3; E = -1; F = 6; G = -1; H = -0.3; I = 0

Cc1ncsc1C(=O)NCc1ccc(N2CCCC2=O)cc1
  A = i; B = -9; C = -3; D = 3; E = -3; F = -11; G = -13; H = 1.4; I = 1

CCCc1nc(-c2cc3ccccc3[nH]c2=O)no1
  A = i; B = -3; C = -9; D = 2; E = 3; F = -4; G = -1; H = 1.1; I = -3

CC(C)(NC(=O)N1CCCC1)c1cccc(C(C)(C)NC(=O)N2CCCC2)c1
  A = i; B = -1; C = -14; D = 2; E = 1; F = 1; G = -9; H = 0.9; I = 1

COC(=O)COc1ccc(NC(=O)C2CCCO2)cc1 (centres undefined)
  A = i; B = -7; C = -2; D = 2; E = 2; F = -12; G = -9; H = -0.2; I = 1

COc1ccc(Cl)cc1NC(=O)c1nc2nc(C)cc(C(F)F)n2n1
  A = i; B = -1; C = -4; D = 0; E = -31; F = 7; G = 0; H = 0.4; I = 2

COc1cc(NC(=O)c2cccs2)c(OC)cc1NC(=O)CCC(=O)Nc1ccc(C)cc1
  A = i; B = 0; C = 3; D = 0; E = -1; F = 0; G = -2; H = -1.1; I = 1

O=C(Nc1ccccc1)c1cccc(N2C(=O)C3C4CC(C(Br)C4Br)C3C2=O)c1 (centres undefined)
  A = i; B = -2; C = 7; D = 1; E = -16; F = 21; G = -6; H = 1.2; I = 1

COc1ccc(S(=O)(=O)Nc2nnc(C)s2)cc1
  A = i; B = 0; C = 0; D = 6; E = 31; F = -10; G = -3; H = -0.3; I = 2

CCCCC1=CC2=C(c3ccco3)C(=O)C(C)(OC(=O)c3ccc(OC)cc3)C(=O)C2=CN1Cc1ccco1 (centres undefined)
  A = i; B = 26; C = 20; D = -21; E = -3; F = 10; G = -2; H = .; I = -10

O=S(=O)(c1ccc(NCc2ccc(F)cc2)nc1)N1CCCC1
  A = i; B = -5; C = 4; D = -1; E = -5; F = 3; G = -1; H = 0.4; I = 2

O=C(Nc1ccc(N2CCOCC2)c(Cl)c1)c1cc2ccccc2o1
  A = i; B = -4; C = -2; D = 0; E = -5; F = 17; G = -2; H = .; I = -3

O=C(Nc1cccnc1)C(Cc1ccccc1)n1cccc1 (centres undefined)
  A = i; B = 2; C = -4; D = -3; E = -6; F = -5; G = -11; H = 0.4; I = 2

O=C(Nc1ccc(Cl)c(Cl)c1)c1ccncc1
  A = i; B = -1; C = 0; D = -2; E = -6; F = -1; G = -4; H = -1.3; I = 2

O=C(N/N=C/c1ccc(F)cc1)c1ccncc1
  A = i; B = -3; C = -9; D = -5; E = -3; F = -7; G = -2; H = 0.7; I = 2

Cc1cc(S(=O)(=O)Nc2ccc(C(=O)N3CCN(c4ccccc4O)CC3)cc2)ccc1F
  A = i; B = 0; C = -10; D = 5; E = -11; F = 6; G = -3; H = 1.0; I = 0

COc1ccc(N(CC(=O)Nc2ccc(C)c(C)c2)S(=O)(=O)c2c(C)noc2C)cc1
  A = i; B = -4; C = -3; D = -2; E = 0; F = 21; G = -2; H = 0.9; I = 0

CN(C)S(=O)(=O)n1cc(/C=C(\NC(=O)c2ccccc2Cl)C(=O)NCCN2CCOCC2)c2ccccc21
  A = i; B = -3; C = 3; D = 2; E = 8; F = 4; G = -3; H = 1.8; I = -2

CSc1ccc(CN2CCN(S(=O)(=O)Cc3ccccc3)CC2)cc1
  A = i; B = 1; C = -2; D = 0; E = 8; F = 7; G = -1; H = -0.2; I = 0

COc1ccc(N(CC(=O)NN=C2CCCC2)S(=O)(=O)c2ccccc2)cc1
  A = i; B = 2; C = -8; D = 0; E = 4; F = -3; G = 5; H = 0.3; I = 2

CN(CC(=O)Nc1ccc(F)c(F)c1)S(=O)(=O)c1cccc2nsnc12
  A = i; B = 5; C = -3; D = 4; E = -3; F = 3; G = 2; H = 1.2; I = -3

NC(=O)CSc1nnc(Cc2ccc3c(c2)OCO3)n1C1CCCCC1
  A = i; B = 3; C = -9; D = -3; E = -8; F = -7; G = -12; H = .; I = -2

Cc1nc2ccccn2c1CN(C)C(=O)C1CCC(=O)N(CCc2cccc(F)c2)C1 (centres undefined)
  A = i; B = -4; C = -12; D = 3; E = -6; F = -4; G = -2; H = 0.3; I = 2

CC(=O)CC(=O)Nc1ccc(Cl)cn1
  A = i; B = -3; C = -12; D = -3; E = -1; F = -1; G = 1; H = 0.8; I = 3

CCn1cc(CNC(=O)/C=C/c2cnn(C)c2)c(C)n1
  A = i; B = -1; C = -5; D = 2; E = 6; F = -4; G = -2; H = -1.5; I = -4

O=Cc1cn(-c2ccccc2)nc1-c1cccc([N+](=O)[O-])c1
  A = i; B = 3; C = 1; D = -4; E = 7; F = 15; G = -4; H = 3.8; I = -1

COc1cccc(CNCc2ccccc2Br)c1OC
  A = i; B = 3; C = -12; D = 2; E = 1; F = 0; G = -2; H = 0.1; I = 2

Cc1ccccc1C(=O)NNC(=S)Nc1cccc(C(F)(F)F)c1
  A = i; B = 0; C = 4; D = 3; E = 29; F = -6; G = 3; H = 0.6; I = 1

Nc1nc(COC(=O)C2CC(=O)N(CCc3ccccc3)C2)nc(Nc2ccccc2)n1 (centres undefined)
  A = i; B = 0; C = -6; D = 4; E = -10; F = -1; G = -2; H = -0.6; I = 2

NC(=O)c1ccc(N2CCN(c3ccc(O)cc3)CC2)c([N+](=O)[O-])c1
  A = i; B = 5; C = -6; D = 0; E = 4; F = -9; G = -9; H = 0.1; I = -1

COc1cc(CN2CCC(C(=O)NC3CCCC3)CC2)cc(Br)c1O
  A = i; B = 1; C = 5; D = 8; E = 2; F = -8; G = -5; H = 0.1; I = 3

CC1(C)CC(NC(=O)c2cc(S(=O)(=O)N3CCOCC3)c(Cl)cc2Cl)CC(C)(C)N1
  A = i; B = 3; C = 4; D = 2; E = 11; F = -8; G = -9; H = 1.4; I = 3

CCOC(=O)[C@H](C)N1[C@H](C)[C@H](c2ccccc2)Oc2ccc(Cl)cc2S1(=O)=O
  A = i; B = -2; C = -5; D = -2; E = 0; F = 34; G = -1; H = 0.4; I = 2

Cc1onc(-c2ccccc2)c1C(=O)OCC(=O)N(CC(C)C)c1c(N)n(Cc2ccccc2)c(=O)[nH]c1=O
  A = i; B = 0; C = 9; D = -12; E = 2; F = -8; G = 0; H = 0.6; I = 0

O=C1CSC(c2cn(-c3ccccc3)nc2-c2cc3ccccc3oc2=O)N1Cc1cccnc1 (centres undefined)
  A = i; B = -1; C = -4; D = -1; E = 3; F = 2; G = -4; H = 1.9; I = -1

Cc1cc(C)n(CCCNC(=O)Cn2nnnc2CN2C[C@@H](C)O[C@@H](C)C2)n1
  A = i; B = 1; C = -2; D = 3; E = 5; F = -2; G = 0; H = -1.0; I = -2

COc1ccc(N=C2NC(=O)/C(=C\C=C\c3ccco3)S2)cc1
  A = i; B = 46*; C = -12; D = 0; E = -27; F = 10; G = -2; H = 2.3; I = 2

CN(C)CCN1CCN(C2CN(Cc3ccccc3)S(=O)(=O)C2)CC1 (centres undefined)
  A = i; B = -2; C = 1; D = 4; E = -6; F = -14; G = 3; H = 0.3; I = 4

# Next section
# Short forms: A = Rpn11 block; B = CSN deneddyl inh; C = E coli Lon inh; D = MT1-MMP act inh; E = MLLE-PAM2 inh; F = FAS-TE inh; G = bovine MsrA act; H = MsrA inhibitor; I = Rin1 Abl inh
Cc1cc(NS(=O)(=O)c2ccc(NC(=O)NC3CCCCC3)cc2)no1
  A = i; B = 3; C = -4; D = 9; E = 15; F = -10; G = -6; H = 1.2; I = 3

O=C(COC(=O)/C=C/c1ccccc1)NNC(=O)c1ccccc1F
  A = i; B = -5; C = -2; D = 3; E = -5; F = -5; G = -3; H = -0.4; I = -1

CCn1nnc(NC(=O)c2c(OC)cccc2OC)n1
  A = i; B = -1; C = -10; D = -1; E = 1; F = -9; G = 0; H = 0.5; I = -2

COC(C[C@H]1O[C@H]1[C@@H](O)[C@@H](C)OCc1ccccc1)OC
  A = i; B = -3; C = 5; D = -2; E = 15; F = -7; G = -4; H = -0.2; I = 0

Fc1cccc(Nc2ncnc3sc4c(c23)CCC4)c1
  A = i; B = 0; C = 4; D = -2; E = 1; F = 0; G = -3; H = 0.5; I = -1

Cc1nc(NS(=O)(=O)c2ccccc2)sc1C(=O)NN
  A = i; B = -4; C = -6; D = 1; E = 0; F = -3; G = -5; H = 2.8; I = 4

CC(C)(C)OC(=O)N(Cc1ccccc1)Cc1cccc(OCc2cccc(NC(=O)c3ccccc3)c2)c1
  A = i; B = -7; C = 4; D = -13; E = -5; F = 22; G = 0; H = 0.8; I = 2
